Vif-A3F inh – inhibitors of Vif-A3F interaction; 390,000 tested, 0.2% active; HeLa A3F-eYFP + Vif (tagged APOBEC3F with the HIV-1 protein that degrades it), YFP fluorescence increase; Potency, µM (titrated, usually from 46.1 µM), for the others: at the top dose activity, negative = active; note: potency is the fitted concentration of half-maximal effect; % of control where 0% means no effect; nearly all actives have a fitted effect of over 65% in size
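Fluorescence increase (Ex 488/Em 500-530) after overnight compound treatment at 37 deg C flags inhibition of Vif-driven A3F-eYFP loss in stable HeLa A3F-eYFP/Vif cells seeded overnight beforehand.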
D2 antagonist – D2 dopamine receptor (human) antagonism | AID 485344 | P14416 | 340,000 tested, 2% active | inhibition, % at 10 µM | HEK293 TREx D2 cells, calcium flux, dopamine EC80; in the data active = inhibition above about 30%; note: 0% is about no effect
Target sequence (P14416 whole entry, looked up): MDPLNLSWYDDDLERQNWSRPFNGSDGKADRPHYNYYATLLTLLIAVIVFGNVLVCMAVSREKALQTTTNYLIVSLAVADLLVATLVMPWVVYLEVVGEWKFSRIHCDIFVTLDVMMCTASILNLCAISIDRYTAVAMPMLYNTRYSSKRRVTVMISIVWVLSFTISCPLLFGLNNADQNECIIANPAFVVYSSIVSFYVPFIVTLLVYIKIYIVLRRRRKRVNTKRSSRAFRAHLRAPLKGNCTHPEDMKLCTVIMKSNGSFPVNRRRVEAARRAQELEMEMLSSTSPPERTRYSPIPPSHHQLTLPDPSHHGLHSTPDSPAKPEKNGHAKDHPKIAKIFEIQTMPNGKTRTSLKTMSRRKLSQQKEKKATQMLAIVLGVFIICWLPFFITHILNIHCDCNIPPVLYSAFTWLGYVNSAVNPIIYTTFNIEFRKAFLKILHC
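Inhibition of EC80 dopamine-driven calcium flux, recorded kinetically, defines activity here; cells are a tetracycline-induced HEK293 T-REx line expressing force-coupled D2.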
LDHA block – LDHA (human) enzyme inhibition. P00338. purified LDHA, NADH/diaphorase-resazurin fluorescence; active compounds read low. activity change, % (values are at about 110 or 230 µM). 480,000 tested, 0.15% active. AID 1347041; in the data active = activity change below about -30%; inconclusive = mostly about -25% to -30%;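 note: plate controls were DMSO wells for no effect and wells without enzyme for full effect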
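Resorufin fluorescence (ex540/em590), read at 0 and 20 min after diaphorase/resazurin addition, reports the NADH left after a 5 min room-temperature reaction of 2 nM human LDH5 with 0.06 mM NADH and 0.2 mM pyruvate.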
ERG Ets-DNA blk – inhibitors of human ERG Ets domain-DNA interaction; fluorescence polarization, His-ERG Ets domain / labelled DNA; Potency, µM (doses to about 76.9 µM), without a hit: at the top dose FP activity, negative = inhibition, actives largely listed as inhibitors; 370,000 tested, 0.028% active; active = well fitted inhibition curve with a large enough effect in the polarisation, with a control signal flat; inconclusive = small, poorly fitted or top-dose-only effect, or effect the other way, or a change in a side signal; inactive = no such curve, though single readings can be large or run the other way; the % refers to the polarisation;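 note: polarization taken with two DNA probes labelled with fluorescein and Texas red; potency is the fitted concentration of half-maximal effect; % of control where 0% means no effect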
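His-tagged ERG Ets domain (1 uM in the protein solution; 300mM KCl, 50mM Tris-HCl, 1mM EDTA, 1mM DTT, pH 7.5) received compound, then a probe mix of 5 nM fluorescein-DNA and 100nM Texas-615-DNA. Fluorescence polarization was read for both dyes.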
GRP78 ERSR act – induces the endoplasmic reticulum stress response in human glioma cells; U87-MG GRP78 promoter luciferase reporter, 16 h; 420,000 tested, 0.02% active; Potency, µM, for the others: top-dose activation, usual class: activators; note: potency is the fitted concentration of half-maximal effect; series mostly up to about 76 µM; % of control where 0% means no effect; nearly all actives have a fitted effect of over 35% in size
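Stably transfected U87-MG glioma cells carrying a GRP78-based luciferase sensor; 16 h compound incubation. Luminescence end-point read 10 min after Bright-Glo addition at room temperature.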
ALOX12 inh – inhibitors of human 12S-lipoxygenase ALOX12 | P18054 | purified 12hLO, xylenol orange hydroperoxide absorbance | Potency, µM (series often up to 108 µM), without a hit: top-dose activity change, negative = inhibition, actives largely listed as inhibitors | 580,000 tested, 1.1% active | AID 1671190; note: potency is the fitted concentration of half-maximal effect; % is set by controls: 0 for no effect and ±100 for the full control effect
Target sequence (P18054 whole entry, looked up): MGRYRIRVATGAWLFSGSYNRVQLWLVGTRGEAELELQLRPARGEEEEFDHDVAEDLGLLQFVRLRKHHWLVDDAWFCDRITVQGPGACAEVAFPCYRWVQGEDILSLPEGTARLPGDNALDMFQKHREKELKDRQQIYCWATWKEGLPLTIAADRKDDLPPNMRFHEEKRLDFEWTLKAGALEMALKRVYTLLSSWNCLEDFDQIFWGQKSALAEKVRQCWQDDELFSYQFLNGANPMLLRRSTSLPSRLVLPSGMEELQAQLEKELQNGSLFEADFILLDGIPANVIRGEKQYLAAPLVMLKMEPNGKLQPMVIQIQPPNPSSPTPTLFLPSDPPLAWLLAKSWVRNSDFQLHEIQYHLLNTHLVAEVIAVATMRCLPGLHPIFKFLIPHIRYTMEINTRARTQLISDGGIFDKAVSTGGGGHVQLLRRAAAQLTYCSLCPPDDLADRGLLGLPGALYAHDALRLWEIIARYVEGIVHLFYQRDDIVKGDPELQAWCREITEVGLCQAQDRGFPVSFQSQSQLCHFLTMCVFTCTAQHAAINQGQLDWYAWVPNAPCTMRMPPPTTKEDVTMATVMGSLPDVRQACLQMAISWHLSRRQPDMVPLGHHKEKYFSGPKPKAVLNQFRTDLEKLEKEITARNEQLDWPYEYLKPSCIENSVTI
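Purified human 12hLO at 150 nM in 25 mM Hepes, 0.01% Triton X-100, pH 7.0, preincubated 15 min at room temperature with compound. Reaction started with 40 uM arachidonic acid, 30 min at room temperature. Hydroperoxide measured by Fe-xylenol orange, 573/405 nm absorbance ratio.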
Vif-APOBEC3G blk – inhibitors of Vif-APOBEC3G interaction | Q9HC16 | HeLa A3G-eYFP + Vif (tagged APOBEC3G with the HIV-1 protein that degrades it), YFP fluorescence, overnight | Potency, µM (highest dose often 46.1 µM), for inactives: at the highest dose activity, negative = active, actives largely listed as inhibitors | 410,000 tested, 0.076% active;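 note: potency is the fitted concentration of half-maximal effect; % is set by controls: 0 for no effect and ±100 for the full control effect; nearly all actives have a fitted effect of over 60% in size; hits raise eYFP signal because A3G escapes Vif-driven loss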
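Read-out is eYFP fluorescence (Ex 488/Em 500-530) from Vif-expressing HeLa A3G-eYFP cells; more signal means A3G escaped Vif-mediated degradation. Cells plated overnight, compound pinned in, incubated overnight at 37 deg C.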
RGS4 inhibitor – inhibitors of human regulator of G protein signaling 4 | P49798 | Transcreener GDP fluorescence polarization, RGS4-accelerated GTP hydrolysis | Potency, µM (top dose mostly 114 µM), for inactives: at the top dose activity change, negative = inhibition, usual class: inhibitors | 390,000 tested, 0.039% active; note: potency is the fitted concentration of half-maximal effect; % is set by controls: 0 for no effect and ±100 for the full control effect; nearly all actives have a fitted effect of over 75% in size; some results filed as inactive show a strong effect at the top dose
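MLSMR compounds (23 nl, pin-transferred) preincubated 10 min at room temperature with a 500nM (2x) first reagent, then RGS4 at 900nM (2x) plus Transcreener GDP mix added; fluorescence polarization (620/688 nm) read before and after 90 min at 30 °C.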
D2 ag – agonists of human D2 dopamine receptor; P14416; HEK293 T-REx D2 cells, calcium flux agonist mode; activation, % at 2 µM; 340,000 tested, 0.53% active; AID 485358;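 active = activation over 3 SD above normal in the single-dose calcium agonist read, cut at about 30% in these data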; note: 0% is about no effect
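Agonism is scored from calcium flux in a force-coupled, inducible HEK293 cell line expressing D2, read kinetically for 180 s after compound addition against dopamine controls.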
* marks the source's active call; other numbers are inactive results; i = inactive; ? = inconclusive; nt = not tested or not shown; [ ] = dose if it differs, or a comment. Unless noted, calls come from the whole dose curve; as a rule, active = well fitted curve in the direction sought with a large enough effect; inconclusive = small, poorly fitted or top-dose-only effect, or another doubt; inactive = no such curve, though single readings can be large; an effect the other way counts as inactive or inconclusive.

Each structure is followed by: Vif-A3F inh | D2 antagonist | LDHA block | ERG Ets-DNA blk | GRP78 ERSR act | ALOX12 inh | Vif-APOBEC3G blk | RGS4 inhibitor | D2 ag
COc1ccc(-n2c(=O)c3c4c(sc3n3c(SCCC(C)C)nnc23)COC(C(C)C)C4)cc1 (stereo not drawn)
    -1% | nt | -4 | -4% | -3% | -15% | -4% | -7% | -0.5
C[C@H]1CN([C@@H](C)CO)C(=O)CCCn2cc(nn2)CO[C@@H]1CN(C)S(=O)(=O)c1cccs1
    -3% | nt | -6 | nt | -3% | ? | 4% | nt | nt
CCOc1ccccc1NC(=O)CCn1ccnc1
    4% | -1 | 2 | 8% | -3% | 12% | -1% | -1% | -0.7
Cc1ccc(-n2nc3c(N4CCC(C(=O)NCc5cccc(F)c5)CC4)nnc(C)c3c2C)cc1
    -1% | -9 | -1 | 0% | -14% | nt | ? | -1% | -1.1
CCC(C)(C)NC(=O)CN(Cc1ccc(F)cc1)C(=O)CCC(=O)Nc1ccccn1
    11% | -2 | -14 | -3% | -7% | -2% | 0% | 33% | 2.2
Cc1ccc(CN2CCc3[nH]c(=O)[nH]c(=O)c3C2)cc1
    0% | 5 | -4 | -3% | -2% | 19% | 1% | 7% | 0.6
Cc1ccc(NC(=O)CCNS(=O)(=O)c2ccc3c(c2)CCC(=O)N3)c(Br)c1
    -13% | 16 | -16 | 1% | -3% | -10% | 1% | -7% | -0.6
CCCCn1c(SCC(=O)NC2CC(C)(C)NC(C)(C)C2)nc2cc(S(N)(=O)=O)ccc21
    -7% | 11 | 0 | 4% | -2% | 0% | 4% | 1%[56.9 µM] | 0.8
CCCc1cn(S(=O)(=O)c2ccc(OC)cc2OC)nc1N
    -14% | -5 | -6 | 6% | 5% | 0% | -3% | 21% | -0.5
NS(=O)(=O)c1ccc(N/N=C/c2ccc(O)c(O)c2O)c([N+](=O)[O-])c1
    2% | -15 | 41 | -7% | -4% | ? | 1% | ? | -0.7
CCOC(=O)c1ccc(-c2ccc3c(=O)c4ccccc4n(C)c3c2)cc1F
    2% | 29 | -7 | 8% | -2% | -10% | 3% | -9% | -0.6
O=C(O)/C=C/C(=O)Nc1ccc(O)cc1
    -3% | 0 | 13 | -23% | -5% | -26% | 0% | -18% | -2.6
CCN(CC)CCn1c2c(c(SCC(=O)Nc3ccc(C(C)C)cc3)nc1=O)CCCC2
    1% | -10 | -1 | -8% | -5% | -5% | -6% | 18% | -1.9
CN1C/C(=C/c2cccs2)C(=O)/C(=C\c2cccs2)C1
    -11% | -15 | 1 | 1% | -1% | -21% | 0% | -5% | -1.5
Cc1ccc(Cn2c(C(=O)O)c(CNCCc3cccs3)c3ccc(C)cc32)cc1
    2% | nt | -1 | 1% | -2% | ? | 0% | 13% | -0.9
Cc1ccccc1CSCC(=O)N1CCN(c2ccccc2)CC1
    10% | 2 | -6 | 0% | 1% | -14% | -1% | -9% | -0.7
Cc1cc(C)c(S(=O)(=O)N(C)CC(=O)N2CCCCC2)c(C)c1
    -1% | -13 | -10 | 8% | -2% | 0% | 1% | 18% | -0.4
O=C(CCN1C(=O)c2ccccc2S1(=O)=O)Nc1ccccc1F
    2% | nt | -5 | 16% | 2% | 7% | 1% | 28% | nt
C=CCNC(=O)c1ccc(C)c(Br)c1
    -1% | -4 | -8 | 3% | 0% | 0% | 2% | 20% | -0.2
COc1cccc(/C=N/Nc2ncnc3c2[nH]c2ccc(C)cc23)c1OC
    3% | 1 | -8 | 0% | 0% | i | -1% | ? | -0.4
Cc1c(C)c2cc3c(c(C)c2oc1=O)OCN(CCc1ccccc1)C3
    1% | nt | 4 | 1% | -3% | -35% | 3% | -5% | nt
CC1(C)CCCC(C)(C)N1CC(O)COCCOc1ccc(Br)cc1 (stereo not drawn)
    -2% | 4 | -4 | 3% | -5% | -3% | 1% | -11% | 0.2
O=[N+]([O-])c1ccc(OC/C=C2\Oc3ccc([N+](=O)[O-])cc3C2N2CCOCC2)cc1 (stereo not drawn)
    nt | -2 | -2 | -8% | -7% | -14% | -10% | -12% | 0.1
Oc1ccccc1C=NN1CCCCCC1
    14% | nt | -8 | 1% | 7% | -7% | 6% | 17% | nt
Cc1ccc(NS(=O)(=O)c2ccc(C(=O)NCCCN3CCOCC3)cc2)cc1
    -9% | -15 | -6 | 2% | -5% | 21% | 1% | 3% | 0.6
Cn1cc(S(=O)(=O)NC(c2ccccc2)c2ccccc2)c(=O)n(C)c1=O
    8% | -3 | -7 | -7% | 0% | 0% | 1% | -11% | 0.6
COC(=O)c1cccc(N2C(=O)C3C4C=CC(CC4)C3C2=O)c1 (stereo not drawn)
    9% | 4 | -10 | -3% | -2% | nt | 2% | 1% | 1.8
Cc1ccc(Nc2c(-c3cccs3)nc3nc(C)cc(C)n23)cc1
    1% | nt | 2 | -3% | 2% | 2% | -5% | 5% | -0.3
CN(C)S(=O)(=O)c1ccc2nc(NC(=O)c3cccs3)sc2c1
    0% | nt | 3 | -2% | 4% | -10% | -2% | -4% | nt
O=C(COC(=O)CSc1ccc(F)cc1)NCc1ccco1
    -3% | 16 | -1 | 0% | 4% | -14% | 5% | 22% | -0.7

Each structure is followed by: Vif-A3F inh | D2 antagonist | LDHA block | ERG Ets-DNA blk | GRP78 ERSR act | ALOX12 inh | Vif-APOBEC3G blk | RGS4 inhibitor | D2 ag
COc1ccccc1CNc1ncnc2c1cnn2-c1ccc(C)cc1
    4% | nt | -3 | 18% | -2% | ? | -2% | 9% | 0.1
C=C(C)Cn1c(SCCCO)nc2c1c(=O)[nH]c(=O)n2C
    -7% | -3 | -5 | -6% | -1% | 33%[activator] | 1% | 20% | 0.0
CCCCN(Cc1ccccc1)S(=O)(=O)c1ccc2c(c1)CCN2C(=O)C1CCC1
    -16% | nt | -7 | 2% | -2% | -2% | -3% | 12% | 0.8
Cc1cc(NC(=O)CCC(=O)N(c2ccccc2)C(C(=O)NC2CCCC2)c2ccccc2C)no1 (stereo not drawn)
    -5% | -8 | -8 | -13% | -4% | -18% | -2% | 7% | -0.2
O=C(c1ccc2c(=O)n(C3CCCC3)c(=S)[nH]c2c1)N1CCCCCC1
    -17% | 4 | 1 | 5% | -2% | nt | 4% | -34% | 1.6
CCN1CCc2c(C#N)c(N3CCOCC3)nc(NCc3ccccc3)c2C1
    3% | 3 | 20 | -3% | -3% | ? | 0% | -41% | 1.2
CCOC(=O)N1CCN(Cc2nc3c(c(=O)n(C)c(=O)n3C)n2CCC(C)C)CC1
    5% | 13 | -7 | -1% | -2% | -4% | 4% | -1% | -1.3
CCCC(=O)Nc1ccccc1NC(=O)c1ccc(OC)cc1
    4% | 1 | -8 | -3% | -1% | -2% | 6% | -10% | 0.6
CCOC(=O)N1CCN(C(=O)CCn2c(=S)[nH]c3ccsc3c2=O)CC1
    10% | -4 | -4 | -9% | -1% | ? | 0% | -35% | -0.6
COc1cccc(C(=O)NC(=S)N2c3ccccc3CC2C)c1OC (stereo not drawn)
    ? | -28 | -5 | 5% | -4% | -19% | -1% | -8% | -1.5
CCCc1cc(C(=O)Cc2nc3ccccc3s2)c(O)cc1O
    -2% | 15 | -3 | -1% | ? | 33% | 1% | -19% | 1.2
CCOC(=O)COc1ccc(S(=O)(=O)NCc2ccco2)cc1
    -25% | -4 | -12 | 1% | -4% | -12% | -1% | -14% | 0.1
Cc1cc(Cl)c2oc(C(=O)NCCN3CCCCC3CO)c(C)c2c1 (stereo not drawn)
    1% | 1 | 2 | 3% | 2% | 203%[activator] | -3% | 17% | -0.5
CCOC(=O)Nc1cccc(NC(=O)c2cc(OC)cc(OC)c2)c1
    0% | -1 | -2 | 2% | -4% | -14% | -4% | -8% | -0.4
CCCC(=O)n1nc(-c2ccc(Cl)cc2)nc1SC
    -1% | 1 | -5 | -3% | 1% | 0% | 1% | -6% | -1.4
COc1cccc(NC(=O)CCN2CCOCC2)c1
    -7% | -8 | -3 | -1% | -3% | -12% | 0% | -26% | 6.5
COc1ccc(CCNc2nc(-c3cccnc3)nc3ccccc23)cc1OC
    6% | -13 | -6 | 11% | 4% | -15% | -23% | -28% | 0.1
O=C(CSCc1c(Cl)cccc1Cl)Nc1ccc2c(c1)OCCO2
    0% | -24 | -2 | nt | 0% | -6% | -3% | -2% | -1.1
Fc1cccc(Cl)c1Cn1c(-c2cccs2)nc2ccccc21
    4% | nt | -11 | 2% | 0% | -1% | 2% | 7% | 1.1
COC(=O)c1ccc(NC(=O)CS(=O)(=O)Cc2ccccc2)cc1
    2% | 6 | 2 | -4% | -3% | 0% | 5% | -18%[11.4 µM] | 0.2
COc1cc(SC)ccc1C(=O)OCC(=O)NC1CCCC1
    2% | 4 | -9 | 5% | 0% | 3% | 14% | 1% | -0.4

Reprinted at random: two entries already listed, in no set order.
Each structure is followed by: Vif-A3F inh | D2 antagonist | LDHA block | ERG Ets-DNA blk | GRP78 ERSR act | ALOX12 inh | Vif-APOBEC3G blk | RGS4 inhibitor | D2 ag
COc1cccc(C(=O)NC(=S)N2c3ccccc3CC2C)c1OC (stereo not drawn)
    ? | -28 | -5 | 5% | -4% | -19% | -1% | -8% | -1.5
CCOC(=O)Nc1cccc(NC(=O)c2cc(OC)cc(OC)c2)c1
    0% | -1 | -2 | 2% | -4% | -14% | -4% | -8% | -0.4

Screening results (PubChem BioAssay)

An excerpt, so the mix of outcomes need not match the whole.
